Screening data: PubChem BioAssay, University of Kansas High Throughput Screening Laboratory
mHTT CaM bind: disrupts binding of mutant huntingtin to calmodulin. P42858. inhibition, % at 15 µM. actives 3.6% (n = 190,000). AID 1671202. AlphaScreen His-mHTT/GST-CaM binding, luminescence;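 further: 0% = both proteins with DMSO and 100% = one protein alone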
Pf apPOL block: Pf-apPOL DNA polymerase inhibition; Recombinant Pf-apPOL, molecular beacon fluorescence, 1.5 h; inhibition, % at 10 µM; actives 0.25% (n = 210,000)
Starred values were filed as active, the others as inactive; & = joins results of further samples. No stated cut-off is given here; in the data, active means inhibition above about 50%; inactive means the rest.

Preview:
`COC(=O)c1c(NC(=O)C(F)(F)F)sc2c1C(C(=O)OC)CC2` (stereo unspecified) gave mHTT CaM bind -2.0.
`CCOc1ccccc1C(=O)Nc1ccc(S(N)(=O)=O)cc1` gave mHTT CaM bind -1.8 and Pf apPOL block -9.4.
For COc1ccc(C2CC(c3ccc([N+](=O)[O-])cc3)=NN2)cc1 (stereo unspecified) the results were mHTT CaM bind 37.1 and Pf apPOL block -3.9.
For COc1cccc(-c2cn3ccn(-c4ccccc4)c(=O)c3n2)c1 the results were mHTT CaM bind -2.5 and Pf apPOL block -0.1.

This part in full, previewed entries included:
`COC(=O)c1c(NC(=O)C(F)(F)F)sc2c1C(C(=O)OC)CC2` (stereo unspecified) gave mHTT CaM bind -2.0.
`CCOc1ccccc1C(=O)Nc1ccc(S(N)(=O)=O)cc1` gave mHTT CaM bind -1.8 and Pf apPOL block -9.4.
For COc1ccc(C2CC(c3ccc([N+](=O)[O-])cc3)=NN2)cc1 (stereo unspecified) the results were mHTT CaM bind 37.1 and Pf apPOL block -3.9.
For COc1cccc(-c2cn3ccn(-c4ccccc4)c(=O)c3n2)c1 the results were mHTT CaM bind -2.5 and Pf apPOL block -0.1.
Screening O=C(Oc1ccc(OC(=O)N2CCOCC2)cc1)N1CCOCC1 returned mHTT CaM bind 0.8 and Pf apPOL block -8.1.
`COCCn1c(C2CCCCC2)nc2oc3cc(OC)ccc3c(=O)c2c1=O` gave mHTT CaM bind -1.4 and Pf apPOL block 0.2.
For CC(=O)Nc1cc(C(=O)N2CCN(C3CCCCC3)CC2)c2ccc(C)nc2c1 the results were mHTT CaM bind 23.9 and Pf apPOL block -49.1.
For Cc1nn(-c2ccc(C(=O)NCc3cc(F)cc(F)c3)cn2)c(C)c1C the results were mHTT CaM bind -12.6 and Pf apPOL block -5.9.
O=C(CSc1ccccc1)NCCc1ccc(F)cc1 was read as mHTT CaM bind -7.0 and Pf apPOL block -3.7.
Screening CC(C)c1ccccc1NC(=O)c1cc2ccccc2c(=O)o1 returned mHTT CaM bind -1.0 and Pf apPOL block -6.9.
`CN(C)CC#CCNC(=O)C=Cc1ccc2c(c1)OCO2` gave mHTT CaM bind 0.9 and Pf apPOL block -4.5.
Screening O=C1CCCC2=C1C(c1cc(Br)ccc1F)n1ncnc1N2 (stereo unspecified) returned mHTT CaM bind -4.0 and Pf apPOL block 0.8.
Screening COc1ccc(/C=C2\c3cc([N+](=O)[O-])ccc3-c3c2cc([N+](=O)[O-])cc3[N+](=O)[O-])cc1OC returned mHTT CaM bind 9.0 and Pf apPOL block -3.8.
Screening COC(=O)c1cccc(C(=O)NC2(c3nc(C)no3)CCCCC2)c1 returned mHTT CaM bind -1.0 and Pf apPOL block 1.3.
For COc1ccccc1N(CC(=O)Nc1cccnc1)S(C)(=O)=O the results were mHTT CaM bind -1.4 and Pf apPOL block -3.1.
`Cc1nn(C2CCS(=O)(=O)C2)c(C)c1CC(=O)Nc1nc(-c2ccco2)cs1` (stereo unspecified) gave mHTT CaM bind -5.2 and Pf apPOL block -9.6.
For Cn1c(Oc2ccc(Cl)cc2)nc2c1c(=O)n(Cc1ccc(F)cc1)c(=O)n2C the results were mHTT CaM bind 4.0 and Pf apPOL block -8.2.
COc1ccccc1N1C(=O)CCC1=O was read as mHTT CaM bind -5.4 and Pf apPOL block 8.3.
For O=C(CSC1=NC(=O)C(c2ccccc2)C(=O)N1)Nc1cccc(Cl)c1 (stereo unspecified) the results were mHTT CaM bind 4.0 and Pf apPOL block 4.8.
`CCN1c2ccc(F)cc2C(=O)NC12CCN(C(=O)c1ccc(Br)cc1)CC2` gave mHTT CaM bind 4.6 and Pf apPOL block 1.2.

Three records drawn at random from those above, as already listed:
`CCOc1ccccc1C(=O)Nc1ccc(S(N)(=O)=O)cc1` gave mHTT CaM bind -1.8 and Pf apPOL block -9.4.
For COc1ccc(C2CC(c3ccc([N+](=O)[O-])cc3)=NN2)cc1 (stereo unspecified) the results were mHTT CaM bind 37.1 and Pf apPOL block -3.9.
For O=C(CSC1=NC(=O)C(c2ccccc2)C(=O)N1)Nc1cccc(Cl)c1 (stereo unspecified) the results were mHTT CaM bind 4.0 and Pf apPOL block 4.8.

Additional entries follow:
`COc1cc(CN2CCN(c3ccccc3)CC2)cc(OC)c1OC` gave mHTT CaM bind 0.2 and Pf apPOL block -1.9.
For O=C(c1ccco1)N(CCN(C(=O)c1ccco1)c1ccccc1)c1ccccc1 the results were mHTT CaM bind 1.4 and Pf apPOL block -4.4.
For O=S1(=O)c2cccc(Cl)c2OC[C@H](c2ccccc2)N1Cc1ccc(F)cc1 the results were mHTT CaM bind -7.7 and Pf apPOL block -6.9.
Screening COC(=O)c1cccc(C(=O)Nc2cc(Cl)ccc2C)n1 returned mHTT CaM bind -8.3 and Pf apPOL block 1.0.
For COc1nn(C)cc1C(=O)Nc1nnc(-c2cc(C)nn2C)o1 the results were mHTT CaM bind -10.8 and Pf apPOL block -4.9.
O=C(O)c1ccc2c(c1)ncn2Cc1cccnc1 was read as mHTT CaM bind -14.3 and Pf apPOL block 7.2.
Screening O=C(NCc1ccc(F)cc1)C(=O)NCC1(O)CCc2ccccc21 (stereo unspecified) returned mHTT CaM bind -9.1 and Pf apPOL block -8.0.
For CC(Cc1ccco1)NC(=O)C1CCN(Cc2cn(C)c3ccc(Cl)cc23)CC1 (stereo unspecified) the results were mHTT CaM bind 2.1 and Pf apPOL block -1.5.
CCOc1ccc(C(=O)NCc2ccco2)cc1Cl was read as mHTT CaM bind -2.9 and Pf apPOL block -4.4.
Fc1cccc(-c2noc(-c3ccc(NC4CCCCC4)nc3)n2)c1 was read as mHTT CaM bind -0.9 and Pf apPOL block -3.0.
Screening COc1cccc(C2=N/C(=C\C(C)=C\c3ccccc3)C(=O)O2)c1 returned mHTT CaM bind 14.0 and Pf apPOL block -2.6.
Cc1ccc([N+](=O)[O-])cc1S(=O)(=O)Nc1ccc(I)cc1 was read as mHTT CaM bind 10.8 and Pf apPOL block -15.1.
Cc1cccc(NC(=O)Cn2c(C(F)(F)F)nc3ccccc32)c1C was read as mHTT CaM bind -1.0 and Pf apPOL block -0.4.
Screening CC(C)(C)CC(=O)Nc1nc2ccccc2s1 returned mHTT CaM bind -7.3 and Pf apPOL block 2.9.
CCCCN(CC)C(=O)c1c[nH]c2ccc(S(=O)(=O)N(C)c3ccc(C)c(C)c3)cc2c1=O was read as mHTT CaM bind 25.0 and Pf apPOL block -12.9.
CCOCC(=O)NCCc1ccsc1 was read as mHTT CaM bind -18.6 and Pf apPOL block -6.2.
COc1cccc(CN2CCC(N3CCN(c4ccccc4OC)CC3)CC2)c1 was read as mHTT CaM bind 0.2 and Pf apPOL block -19.0.
COc1ccc(-c2cc3nc4c(c(=O)n3[nH]2)CN(C(=O)Nc2ccccc2Cl)CC4)cc1 was read as mHTT CaM bind 2.9 and Pf apPOL block -1.4.
Screening O=C(/C=C/c1ccc(OCc2ccccc2)cc1)c1cccs1 returned mHTT CaM bind -17.5 and Pf apPOL block 8.2.
`C=C(C)COc1ccc2c(C)c(-c3cc(OC)ccc3OC)c(=O)oc2c1` gave mHTT CaM bind -15.6 and Pf apPOL block -5.1.
Screening O=[N+]([O-])c1ccc(S(=O)(=O)N2CCN(Cc3ccc(Cl)cc3)CC2)cc1 returned mHTT CaM bind 17.3 and Pf apPOL block 1.7.
Screening Cc1nc(NC(=O)c2ccncc2)sc1C(=O)N(C)C returned mHTT CaM bind -5.8 and Pf apPOL block -3.0.
CC1=NN(c2ccccc2)C(=O)/C1=C/c1ccc(OCc2ccccc2)cc1 was read as mHTT CaM bind 31.0 and Pf apPOL block 2.0.
`CCOC(=O)C1=C(C)NC2=C(C(=O)c3ccccc32)C1c1ccc([N+](=O)[O-])cc1` (stereo unspecified) gave Pf apPOL block -8.3.
For CCCn1cnnc1C1CCCN(C(=O)c2cc(C3CC3)[nH]n2)C1 (stereo unspecified) the results were mHTT CaM bind 1.5 and Pf apPOL block -2.7.
Screening Cc1ccc(NC(=O)Nc2cccnc2)cc1Cl returned Pf apPOL block 4.0&-0.8.
Screening CC(=O)NCc1csc(C2CCCN(S(=O)(=O)c3cccc(Cl)c3)C2)n1 (stereo unspecified) returned mHTT CaM bind 3.5 and Pf apPOL block -7.5.
For Cc1ccccc1Cn1cc(CN2[C@H](C)COc3cc(Br)ccc3S2(=O)=O)nn1 the results were mHTT CaM bind -5.5 and Pf apPOL block 2.9.
For CC(C)NC(=O)C1CCN(c2nc3ccc(-c4cncnc4)nc3s2)CC1 the results were mHTT CaM bind -1.8 and Pf apPOL block 0.9.
For O=C(NCCc1ccccc1)c1cncc(-c2ccccc2Cl)c1 the results were mHTT CaM bind -7.0 and Pf apPOL block -4.9.
For CC1(C)CC(=O)C=C(Nc2ccc(F)c(F)c2)C1 the results were mHTT CaM bind 0.9 and Pf apPOL block -3.9.
COc1ccc(C2CC(C(F)(F)F)n3ncc(C(=O)O)c3N2)cc1 (stereo unspecified) was read as mHTT CaM bind -3.0 and Pf apPOL block -3.3.
`c1ccc(CCN2CCc3nc(N4CCN(c5ccccn5)CC4)ncc3C2)cc1` gave mHTT CaM bind 60.0* and Pf apPOL block 0.6.
COc1ccc(CN2CCCC2c2cc(C(C)C)on2)cc1O (stereo unspecified) was read as mHTT CaM bind 0.4 and Pf apPOL block 3.6.
Cc1ccc(-n2c3nc(=O)[nH]c(=O)c-3cc3ccccc32)cc1Cl was read as mHTT CaM bind 6.0 and Pf apPOL block 30.8.
O=[N+]([O-])c1ccc2c(c1)CCN2C(=S)NC1CC2CC1C1C=CCC21 (stereo unspecified) was read as Pf apPOL block -3.5.
`O=C(NCCc1cccc(Cl)c1)C1CC1c1ccccc1` (stereo unspecified) gave mHTT CaM bind -13.5 and Pf apPOL block 5.1.
Screening CCNc1cc(N2CCCC(CCC(=O)NC3CCCC3)C2)ncn1 (stereo unspecified) returned mHTT CaM bind 0.7 and Pf apPOL block 2.1.
`O=C(NC(=S)Nc1ccc(S(=O)(=O)c2ccc(NC(=S)NC(=O)c3ccccc3)cc2)cc1)c1ccccc1` gave Pf apPOL block -15.4.
`O=C(c1ccccc1Cl)N1CCSCCS1(=O)=O` gave mHTT CaM bind 1.0 and Pf apPOL block -4.4.
O=C(NC1CC2CC1N(C(=O)Nc1ccccc1Cl)C2)c1ccccc1 (stereo unspecified) was read as mHTT CaM bind 6.5 and Pf apPOL block -4.9.
`Cc1noc(C)c1C1CCCN1Cc1ccncc1` (stereo unspecified) gave mHTT CaM bind 6.6 and Pf apPOL block 5.1.
`CCOc1ccc(NC(=O)Nc2nnc(C)s2)cc1` gave mHTT CaM bind -10.6 and Pf apPOL block -0.1.
`COc1ccc(N2CCN(C(=O)CC(C)C)C(C)C2=O)cc1OC` (stereo unspecified) gave mHTT CaM bind -8.1 and Pf apPOL block -6.4.
For CCOc1ccc(OCC)c(N2C(=O)NC(=O)/C(=C\c3ccc(OC)c(OC)c3OC)C2=O)c1 the results were mHTT CaM bind 12.0 and Pf apPOL block 2.3.
`O=C(c1ccc2nsnc2c1)N1CCN(c2ccccn2)CC1` gave mHTT CaM bind -7.7 and Pf apPOL block 0.0.
CCC(C)NC(=O)c1nn2c(C(F)(F)F)cc(-c3ccc(Cl)cc3)nc2c1Cl (stereo unspecified) was read as mHTT CaM bind 2.0 and Pf apPOL block 2.8.
For O=C1NC(c2cc3c(cc2Cl)OCO3)Nc2sc3c(c21)CCCC3 (stereo unspecified) the results were mHTT CaM bind 24.0 and Pf apPOL block -5.5.
For Cc1oc2c(O)c(O)ccc2c(=O)c1-c1ccccc1 the results were mHTT CaM bind -1.0 and Pf apPOL block -0.7.
`Cc1ccc(C(C)(C)C)c(OCCCCN2CCN(C)CC2)c1` gave mHTT CaM bind 15.6 and Pf apPOL block -5.6.
O=C(Nc1nnc(CSCc2ccc(F)cc2)s1)Nc1ccccc1F was read as mHTT CaM bind 0.3 and Pf apPOL block 2.3.
For CCN1c2ccc(F)cc2C(=O)NC12CCN(C(=O)c1cccc(Cl)c1)CC2 the results were mHTT CaM bind -2.8 and Pf apPOL block 2.4.
For Cc1ccc(OCC(=O)N2CCC(OCc3nc(C)no3)CC2)cc1 the results were mHTT CaM bind 0.9 and Pf apPOL block -4.1.
O=C(NCc1ccccc1Cl)c1cnn2c1NC(c1ccco1)CC2C(F)(F)F (stereo unspecified) was read as mHTT CaM bind 12.0 and Pf apPOL block -1.6.
For Clc1ccc(-n2nnnc2CC2N(c3ccccc3)CCN2c2ccccc2)cc1 the results were Pf apPOL block -5.5.
Screening O=c1cc(Nc2ccc(I)cc2)[nH]c(=O)[nH]1 returned mHTT CaM bind 2.5 and Pf apPOL block 0.0.
Cc1nnc(SCC(=O)Nc2sc3c(c2C#N)CCCC3)[nH]c1=O was read as mHTT CaM bind 10.2 and Pf apPOL block -10.5.
For COc1ccc(Cl)cc1NC(=O)Cn1cc2c(n1)CCCC2 the results were mHTT CaM bind -11.1 and Pf apPOL block 0.7.
Screening CCn1ccc(C(=O)N2CCn3c(nnc3-c3ccccc3)C2)n1 returned mHTT CaM bind 2.0 and Pf apPOL block -4.3.
Screening Cc1ccc(NS(=O)(=O)c2cc(Br)cc3c2N(C(=O)C2CC2)CC3)c(Cl)c1 returned mHTT CaM bind 13.0 and Pf apPOL block -0.7.

Already shown: an excerpt of the list.
For Cn1c(Oc2ccc(Cl)cc2)nc2c1c(=O)n(Cc1ccc(F)cc1)c(=O)n2C the results were mHTT CaM bind 4.0 and Pf apPOL block -8.2.
COc1ccccc1N1C(=O)CCC1=O was read as mHTT CaM bind -5.4 and Pf apPOL block 8.3.

Following part:
For COc1cccc(C2CC(c3cccc(C)c3)=NN2C(=O)CN2CCCCC2)c1 (stereo unspecified) the results were mHTT CaM bind 55.4* and Pf apPOL block -4.4.
Screening C=CCOc1ccc(C2CC(=O)Nc3n[nH]c(-c4ccccc4)c32)cc1OC (stereo unspecified) returned mHTT CaM bind 37.2 and Pf apPOL block -1.2.
Cc1ccc(S(=O)(=O)N2CCCCC2c2nncn2C)cc1F (stereo unspecified) was read as mHTT CaM bind -3.0 and Pf apPOL block 0.5.
Screening Cc1ccc(NS(=O)(=O)c2ccc3[nH]c4c(c3c2)CCCCC4)nc1 returned mHTT CaM bind 60.4* and Pf apPOL block -3.8.

No enrichment for hits (roughly 3.5% active in at least one column).
